HBB splicing: modulators of hemoglobin beta chain splicing | 65,000 compounds, 0.06% hits | HBB splicing reporter cell assay, activation; EGFP reporter with mutant IVS2-654 intron; response scale: normalised to 500 nM splice-correcting PNA | Potency, µM (titrated, usually from 46.1 µM), inactives show at the top dose activation, usual class: activators; further: potency means the concentration at half of the fitted maximal effect; 0% is about no effect
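HeLa cells stably expressing EGFP interrupted by mutant beta-globin intron 2 (IVS2-654), 500/well in 2% FCS. Treated with compound for 2 days at 37C. Splicing correction scored as total well GFP intensity (488 nm excitation, 500-520 nm emission); 500 nM antisense PNA served as control.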
4-MU autofl: compound fluoresces in the 4-MU spectral region. AID 589. 59,000 compounds, 11% hits. max dye-equivalent concentration, M. compound autofluorescence, 340/450 nm, 4-MU equivalents; hits give high values; in the data active means max dye-equivalent concentration above about 10 nM; inconclusive means mostly about 1.1 nM to 9.6 nM
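Compounds in 100 mM Tris, pH 8.0, incubated 15 min at room temperature, then fluorescence read at 340 nm excitation/450 nm emission. Signal converted to 4-MU dye-equivalent concentration using an on-plate six-point 4-MU standard curve.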
Epigenetic mod: epigenetic modulators derepressing GFP locus in mouse cells; mouse C127i GFP locus derepression, cytometry, 30 h; Potency, µM (titrated, usually from 46.1 µM), inactives show at the top dose GFP derepression (activation); 68,000 compounds, 0.09% hits; AID 597; further: % of control where 0% means no effect
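Murine C127i mammary cells carrying a silenced, stably integrated CMV-driven GFP reporter were treated with compound for 30 hours at 37 C. After PBS washes, GFP-positive cells were counted by laser-scanning microplate cytometry.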
Fluorescein fluor: fluorescein region autofluorescence; Compound autofluorescence, 480/540 nm, fluorescein-equivalent; hits give high values; max fluorescein-equivalent concentration, M; 59,000 compounds, 0.91% hits; in the data active means max fluorescein-equivalent concentration above about 10 nM; inconclusive means between about 1.1 nM and that limit
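Autofluorescence profiling; 100 mM Tris, pH 8.0; incubation 15 min at RT; ex/em 480/540 nm; result as fluorescein-equivalent concentration.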
Luciferase inh: firefly luciferase inhibition. Potency, µM (series often up to 57.1 µM), for the others: at the highest dose activity change, negative = inhibition, actives largely listed as inhibitors. P08659. 72,000 compounds, 2.2% hits. AID 411. purified firefly luciferase, luminescence, 8 min; further: potency means the concentration at half of the fitted maximal effect; on the % scale 0 is the no-effect control and ±100 the full control effect; nearly all actives have a fitted effect of over 40% in size
Target sequence (P08659 whole entry, looked up): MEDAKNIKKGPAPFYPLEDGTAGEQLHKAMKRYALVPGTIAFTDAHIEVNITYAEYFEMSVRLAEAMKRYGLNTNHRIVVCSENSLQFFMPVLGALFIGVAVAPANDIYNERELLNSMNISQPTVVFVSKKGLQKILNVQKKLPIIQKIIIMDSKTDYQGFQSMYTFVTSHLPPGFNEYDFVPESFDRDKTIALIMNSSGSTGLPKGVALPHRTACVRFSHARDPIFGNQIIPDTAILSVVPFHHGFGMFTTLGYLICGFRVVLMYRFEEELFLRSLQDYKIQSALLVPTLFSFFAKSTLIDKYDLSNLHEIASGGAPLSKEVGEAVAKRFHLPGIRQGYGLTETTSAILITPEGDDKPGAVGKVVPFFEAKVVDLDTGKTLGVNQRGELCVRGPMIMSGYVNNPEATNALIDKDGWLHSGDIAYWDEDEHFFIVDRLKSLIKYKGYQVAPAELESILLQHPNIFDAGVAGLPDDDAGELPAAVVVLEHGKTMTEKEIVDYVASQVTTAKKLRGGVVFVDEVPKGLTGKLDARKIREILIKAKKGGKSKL
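Firefly luciferase (PKLight detection mix) with 10 uM ATP in pH 7.2 imidazole buffer (KCl, MgCl2, Tween 20, BSA). Compounds tested across a concentration series (qHTS). Luminescence read after 8 min at ambient temperature.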
Hsp90 Hop PPI: changes Hsp90-Hop TPR2A binding signal, up or down; AlphaScreen TPR2A-His6 binding biotin-Hsp90 C-terminal peptide; Potency, µM (doses to about 57 µM), for the others: at the highest dose activity change, negative = inhibition; 71,000 compounds, 0.44% hits; AID 595; active means well fitted curve in either direction with a large enough effect; inconclusive means small, poorly fitted or top-dose-only effect, or another doubt; further: potency means the concentration at half of the fitted maximal effect; on the % scale 0 is the no-effect control and ±100 the full control effect; many of its hits are not listed in these tables
CRE Fsk mod: CRE-bla signaling modulation under forskolin stimulation | 71,000 compounds, 2.5% hits | Potency, µM (titrated, usually from 38.2 µM), without a hit: top-dose activity change, negative = inhibition, hits mostly activators | AID 662 | CHO CRE-bla reporter (cAMP response element driving beta-lactamase), forskolin EC10, beta-lactamase ratio; active means well fitted activation curve with a large enough effect in the signal ratio, with a control signal flat, not every such curve was filed as active; inconclusive means small, poorly fitted or top-dose-only effect, or effect the other way, or a change in a side signal; the % refers to the signal ratio; further: potency means the concentration at half of the fitted maximal effect; % of control where 0% means no effect
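CRE-bla CHO reporter cells treated with compound titration plus EC10 NKH 477 (water-soluble forskolin), incubated 3 h at 37 °C; CCF4 loading 2 h at room temperature, 460/530 nm emission ratio read, AC50 values derived for positive or negative modulators.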
Texas Red fluor: compound fluoresces in the Texas Red spectral region; Compound fluorescence, Texas Red channel, 547/618 nm; hits give high values; max dye-equivalent concentration, M; 59,000 compounds, 0.06% hits; AID 587; in the data active means max dye-equivalent concentration above about 10 nM; inconclusive means between about 1.1 nM and that limit
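Dye-equivalent concentrations come from scaling compound signal (ex 547, em 618 nm) to six Texas Red standard concentrations run on every plate, after 15 min room-temperature incubation in pH 8.0 Tris (100 mM).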
ERK AVP inh: inhibitors of vasopressin-stimulated ERK signaling pathway | 72,000 compounds, 0.99% hits | Potency, µM (highest dose often 57.5 µM), inactives show at the top dose activity, negative = inhibition, hits mostly inhibitors | HEK293-V1b, vasopressin-stimulated pERK AlphaScreen; further: potency means the concentration at half of the fitted maximal effect; on the % scale 0 is the no-effect control and ±100 the full control effect; nearly all actives have a fitted effect of over 55% in size
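qHTS, compounds titrated on V1b-expressing HEK293 cells. Preincubation 30 min at 37C, vasopressin 25 nM for 5 min, lysis 10 min, bead incubation 5 hr at room temperature.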
A350 fluor: compound fluoresces in the Alexa 350 spectral region; 59,000 compounds, 11% hits; max dye-equivalent concentration, M; Compound autofluorescence, 340/450 nm, Alexa 350 dye-equivalents; hits give high values; in the data active means max dye-equivalent concentration above about 10 nM; inconclusive means mostly about 1.1 nM to 9.6 nM
UbGFP stabilizer: ubiquitin-GFP accumulation via proteasome inhibition; Ubiquitin-GFP reporter cells, proteasome inhibition, GFP fluorescence; response scale: untreated = 0%, 10 µM MG-132 = 100%; Potency, µM (series often up to 45.9 µM), inactives show at the highest dose activation (GFP accumulation), actives largely listed as activators; 67,000 tested, under 10 active; AID 526; active means well fitted activation curve with a large enough effect, not every such curve was filed as active; inconclusive means small, poorly fitted or top-dose-only effect, or another doubt; inactive means no such curve, though single readings can be large or run the other way; further: potency means the concentration at half of the fitted maximal effect
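GFP accumulation read-out: laser plate cytometry counting ubiquitin(G76V)-GFP-expressing U2OS cells after 4 hr compound exposure at 37 °C. Titrations spanned 46 uM to 2.9 nM; 0% = basal, 100% = 10 uM MG-132; concentration-response curves fitted.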
* = called active by the depositor; i = inactive; ? = inconclusive; . = no result given; & = joins results of further samples; [ ] = remark or other dose. Unless noted, the call rests on the fitted dose curve; in most records, active means well fitted curve in the direction sought with a large enough effect; inconclusive means small, poorly fitted or top-dose-only effect, or another doubt; inactive means no such curve, though single readings can be large; an effect the other way counts as inactive or inconclusive. This is a subset, so the mix of outcomes need not match the whole.

SMILES	HBB splicing	4-MU autofl	Epigenetic mod	Fluorescein fluor	Luciferase inh	Hsp90 Hop PPI	CRE Fsk mod	Texas Red fluor	ERK AVP inh	A350 fluor	UbGFP stabilizer
O=C(CCNC(=O)Cn1ccc2ccccc2c1=O)NCCN1CCc2ccccc2C1	-1.4%	i	0%	i	2%	2%	-19%	i	22%	i	13%
COc1cccc(C(=O)N(Cc2ccc3c(c2)OCO3)Cc2nc3ccccc3c(=O)[nH]2)c1	-0.8%	i	1%	?	2%	-7%	5µM*	i	?	?	0%
Cc1nc(SCc2c(F)cccc2Cl)n[nH]1	1.5%	i	0%	?	-1%	-3%	-2%	i	-1%	i	0%
CC(C)(C)c1ccc(CN2CCN([C@H](c3ccccc3)c3ccc(Cl)cc3)CC2)cc1	-2.9%[9.22 µM]	i	0%[9.22 µM]	i	0%[11.4 µM]	-5%[11 µM]	1%[7.6 µM]	i	5%[11.5 µM]	i	2%[9.17 µM]
c1c[nH]c(CN2CCN(Cc3ncc[nH]3)CC2)n1	1.3%[9.22 µM]	i	-2%[9.22 µM]	i	0%[11.4 µM]	?	-5%[7.6 µM]	i	6%[11.5 µM]	i	-1%[9.17 µM]
O=C(NCC1CCCO1)Nc1cccc(Cl)c1 (stereo unspecified)	1.1%	i	0%	i	-2%	-3%	-8%	i	-25%	i	-7%
COC(=O)C(C)Sc1nnc(Cc2cc(=O)[nH]c(=O)[nH]2)n1-c1ccc(OC)cc1 (stereo unspecified)	-1.1%	.	.	.	4%	-3%[2.3 µM]	0%	.	-2%	.	1%
CC(Oc1ccccc1)C(=O)Nc1ccc(C(N)=O)cc1 (stereo unspecified)	-0.9%	i	-3%	?	3%	-4%	?	i	-9%	i	-1%
CC1CC(C)CN(CCCNC(=O)CC2Oc3ccccc3NC2=O)C1 (stereo unspecified)	-1.2%	.	.	.	2%	-5%[2.3 µM]	-3%	.	1%	.	-3%
CN1CCN(CCCN2c3ccccc3Sc3ccc(Cl)cc32)CC1	-0.5%[20.6 µM]	i	15%[20.6 µM]	?	0%[25.5 µM]	-2%[26 µM]	-9%[17.1 µM]	i	?	i	-4%[20.5 µM]
Cc1cnc(CNc2nc(-c3ccc4c(c3)OCO4)nc3ccccc23)cn1	0.3%	i	3%[9.22 µM]	i	-9%[2.29 µM]	-2%	?	i	?	i	9%
CNC(=O)CSc1nnc(CCc2ccccc2)n1-c1ccccc1	-0.4%	i	0%	i	2%	0%	?	i	-8%	?	7%
CCn1nc(C)c(NC(=O)CSc2nnc(-c3ccco3)n2C)c1C	0.1%	i	0%	i	0%	-4%	?	i	-34%	i	-5%
O=C(OCC(=O)N1CCCc2ccccc21)c1ccc(Br)o1	-1.1%	i	0%	?	-13%	1%	-10%	i	-18%	i	-1%
CC(=O)OC(Cn1ccnc1)c1ccccc1 (stereo unspecified)	-0.9%	i	4%	i	1%	-3%	-7%	i	-2%	i	4%
Nc1ncnc2oc(-c3ccco3)c(-c3ccco3)c12	0.7%	.	2%	.	-4%	-14%	2%	.	?	.	-6%
N#Cc1ccc(NC(=O)N2CCC(c3nc4c(nnn4Cc4cccc(Cl)c4)c(=O)[nH]3)CC2)cc1	-2.3%	i	0%	i	-1%	2%	?	i	3%	i	5%
COc1ccc(C)cc1NC(=O)CN(C)S(=O)(=O)c1cccs1	-2.6%	i	0%	i	1%	-3%	?	i	3%	i	6%
CNCC[C@@H](Oc1ccccc1C)c1ccccc1	.	.	0%	.	0%	-6%	?	.	22%	.	4%
COc1cc2ccc(=O)oc2c(O)c1OCC=C(C)C	.	1.2e-08M*	1%	?	1%	-3%&-3%	?	i	3%	1.3e-08M*	3%&-6%
COCCN(C(=O)C(F)(F)F)C(C(=O)NC1CCCCC1)c1ccco1 (stereo unspecified)	1.0%	i	0%	?	5%	?	-11%	i	9%	?	0%
Cc1ccc2c(c1)NC(=O)C(CC(=O)Nc1ccc(CN3CCC(C)CC3)cc1)O2 (stereo unspecified)	-0.2%	.	-2%	.	0%	-4%	-9%	.	-22%	.	-3%
COc1ccc(C(=O)NC2(C(F)(F)F)N=C3SCCN3C2=O)cc1 (stereo unspecified)	6.7%[0.369 µM]	i	6%	i	3%	-1%	-9%	i	-4%	?	-4%
Cn1c(SCC(=O)N2CCCc3ccccc32)nnc1-c1ccccc1	2.8%[57.5 µM]	i	-1%	i	0%	?	1%	i	18%	i	-6%
CN(Cc1ccco1)c1ncncc1-c1cccc(C#N)c1	-0.1%	i	3%[9.22 µM]	?	-3%[2.29 µM]	-1%	0%	i	-3%	i	-5%
Cc1noc(C)c1CSc1nnc2scc(-c3ccccc3)n12	-3.6%	i	0%	i	2%	-4%	?	i	18%	i	-10%
COC(=O)c1ccccc1NC(=O)CN1CCC(NC(=O)c2ccc(C)cc2)CC1	.	i	-2%	?	0%	0%	-2%	i	-8%	i	1%
CCCCCCCC/C=C\CCCCCCCC(N)=O	.	.	-1%	.	0%	2%	-4%	.	10%	.	0%
CCOc1ccc(-n2c(SCC(=O)NCc3ccco3)nc3c([nH]c4ccccc43)c2=O)cc1	-0.5%	?	8%	i	3%	0%	0%	i	-11%	?	1%
O=C(CNS(=O)(=O)c1ccc(F)cc1)N1CCN(c2ccccc2)CC1	-0.4%	i	-3%	i	-1%	-3%	4%	i	-15%	i	2%
CCOC(=O)c1c(C)[nH]c(C(=O)COC(=O)c2ccc(N3CCCC3=O)cc2)c1C	-2.9%	i	0%	i	2%	-3%	7%	i	12%	?	1%
COc1cc2[nH]c(=O)n(CCCCCC(=O)N3CCN(c4ccccn4)CC3)c(=O)c2cc1OC	-0.3%	i	0%	i	-2%	-5%	-1%	i	21%	i	3%
O=C1OC(Nc2ccc(F)cc2F)c2ccccc21 (stereo unspecified)	.	i	0%	i	-1%	-2%	-1%	i	5%	i	-2%
CCn1nnc(-c2ccccc2NS(=O)(=O)c2ccc(S(=O)(=O)N3CCCCCC3)cc2)n1	.	i	2%	?	0%	6%	-8%	i	-27%	i	-1%
CCOCCOC(=O)c1cccc(NC(=O)OCC)c1	-0.7%[9.22 µM]	.	-2%	.	-5%	1%	8%	.	-22%	.	14%
CCOC(=O)c1ccccc1NC1CC(=O)N(c2ccccc2C)C1=O (stereo unspecified)	-0.7%	2.2e-07M*	1%	i	0%	10%	-3%	i	15%	2.8e-07M*	-13%
O=C(CSc1nnc(-c2ccccc2)o1)Nn1cnnc1	1.6%[1.84 µM]	i	0%	i	2%	-1%	-12%	?	4%	i	6%
Cc1cc(C(=O)N2CCCC2C(=O)O)c(C)o1 (stereo unspecified)	-1.0%	.	-2%	.	-1%	-3%	-3%	.	-4%	.	-9%
O=C(Nc1nnc(SCc2ccc(Cl)cc2)s1)c1ccco1	-0.2%[57.5 µM]	i	0%	?	1%	2%	8%	?	28%	i	-3%
CN1C(=O)CC[C@@H]1c1cccnc1	0.2%[20.6 µM]	i	-2%[9.22 µM]	?	0%[11.4 µM]	-3%	?	?	16%[25.7 µM]	i	1%
CN(CCOC(=O)c1cccc(Br)c1)C(C)(C)C	.	i	-3%[20.6 µM]	i	1%[25.5 µM]	.	.	?	.	i	.
CCOC(=O)c1[nH]c2ccccc2c1N=CN(CC)CC	.	1.3e-08M*	-3%[20.6 µM]	i	0%[25.5 µM]	.	.	i	.	1.6e-08M*	.
CCCCN1CCc2c([nH]c3ccc(C)cc23)C1=O	-1.2%	i	3%	i	-17%	0%	-6%	i	-15%	i	-3%
O=C(Oc1ccccc1)N1CCC2(CC1)CCN(c1cccc(-c3ccccc3)c1)CC2	-2.8%	i	0%[9.22 µM]	i	2%[11.4 µM]	0%	-1%	i	-13%	i	-9%
CCCc1ncc(C[n+]2ccccc2C)c(N)n1	1.1%[20.6 µM]	i	-2%[20.6 µM]	?	1%[25.5 µM]	-4%[26 µM]	-4%[17.1 µM]	?	16%	i	14%[20.5 µM]
CCc1c(C)nc(N)n2c(SCC(=O)N3CCN(c4ccccc4F)CC3)nnc12	-2.2%	i	-1%	?	3%	?	1%	i	52%[activator]	i	-2%
Cc1nc2ccc(S(=O)(=O)NCC(=O)N3CCCCC3)cc2s1	-0.2%	i	0%	i	1%	1%	15%	i	-11%	i	-5%
CC#CCN(CC#CC)S(=O)(=O)c1ccc(-n2cnnn2)c(OC)c1	-0.2%[57.5 µM]	i	-2%	i	1%	?	5%	i	16%	i	-3%
CCCCCCC1C(C#N)=C(N)OC2=C1C(=O)CCC2 (stereo unspecified)	-0.3%	.	.	.	2%	1%	?	.	.	.	-14%
CCOC(=O)C1=C(C)NC(C)=C(C(=O)OCC)C1C(=O)OCC(=O)N1CCc2ccccc21	0.1%	5.8e-08M*	3%	?	2%	0%	-6%	?	12%	7.4e-08M*	3%

From PubChem BioAssay
